# Tb PGK inh: qHTS Assay to Find Inhibitors of Phosphoglycerate Kinase; Phosphoglycerate kinase, glycosomal (Trypanosoma brucei brucei), P07378; PGK/GAPDH coupled, Kinase-Glo luminescence, 60 min; Potency, µM (highest dose often 57.5 µM), without a hit: top-dose activity change, negative = inhibition, actives largely listed as inhibitors; hit rate 0.043% among 380,000; AID 602233, 2012; also: potency is read from the fitted curve at half-maximal effect; % is scaled to controls: 0 for no effect and ±100 for the full control effect; nearly all actives have a fitted effect of over 60% in size
#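 Recombinant glycosomal PGK reaction used 1,3-bisphosphoglycerate generated in-well by GAPDH (100nM final) in 100mM TEA pH 7.6, 5mM MgCl2, 0.01% Tween-20. After 60 minutes at room temperature, ATP was read by Kinase-Glo Plus luminescence end-point.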
# HP1b binding inh: HTS for Inhibitors of HP1-beta Chromodomain Interactions with Methylated Histone Tails | Chromobox protein homolog 1 (Homo sapiens), P83916 | AlphaScreen HP1-beta / biotin-H3K9me3 peptide binding | Potency, µM (titrated, usually from 114 µM), for inactives: top-dose activity change, negative = inhibition, actives largely listed as inhibitors | hit rate 0.56% among 390,000; also: potency is read from the fitted curve at half-maximal effect; nearly all actives have a fitted effect of over 70% in size; inactives centre near 23
#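 Compound inhibition of the preformed complex between 50 nM HP1-beta and 50 nM biotinylated H3K9me3 peptide was read by AlphaScreen. Buffer was PBS pH 7.4 with 0.01% Tween-20. Incubations ran 30 min at room temperature, with 10 ug/mL donor/acceptor beads.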
# PI4K2A block: qHTS for small molecular inhibitors of PI4K2A; Phosphatidylinositol 4-kinase type 2-alpha (Homo sapiens), Q9BTU6; hit rate 0.13% among 420,000; AID 1346378, 2018; activity change, negative = inhibition, % at 76.9 µM; purified PI4K2A, ADP-Glo luminescence, 1 h; stronger effect = lower value; in the data active = activity change below about -50%; inconclusive = mostly about -30% to -49%;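 also: -100% = wells without enzyme as full effect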
# Target sequence (Q9BTU6 whole entry, looked up): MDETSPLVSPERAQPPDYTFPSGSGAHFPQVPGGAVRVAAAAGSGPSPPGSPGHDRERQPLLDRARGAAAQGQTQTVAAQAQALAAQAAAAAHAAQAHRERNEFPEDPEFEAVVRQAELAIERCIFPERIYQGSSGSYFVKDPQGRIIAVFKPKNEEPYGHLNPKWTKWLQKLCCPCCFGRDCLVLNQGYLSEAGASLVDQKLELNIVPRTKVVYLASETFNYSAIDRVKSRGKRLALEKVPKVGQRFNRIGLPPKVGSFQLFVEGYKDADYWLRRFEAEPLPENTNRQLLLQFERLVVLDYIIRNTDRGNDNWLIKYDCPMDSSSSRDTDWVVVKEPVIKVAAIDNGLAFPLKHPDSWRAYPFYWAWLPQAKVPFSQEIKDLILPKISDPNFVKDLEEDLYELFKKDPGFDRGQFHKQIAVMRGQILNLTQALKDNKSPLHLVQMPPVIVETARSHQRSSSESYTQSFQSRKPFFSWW
#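 PI4K2A activity was measured by ADP-Glo luminescence: enzyme (4 ug/mL stock) and phosphatidylinositol (1.2 mM stock) in Tris pH 7.5/MgCl2/EGTA/Triton X-100 buffer were reacted with ATP (300 microM stock) for one hour at ambient temperature.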
# ERG Ets-DNA blk: qHTS for Small Molecule Inhibitors of the ERG Ets/DNA interaction | hit rate 0.028% among 370,000 | fluorescence polarization, His-ERG Ets domain / labelled DNA | Potency, µM (highest dose often 76.9 µM), for the others: at the top dose FP activity, negative = inhibition, actives largely listed as inhibitors | Transcriptional regulator ERG (Homo sapiens), P11308 | AID 624246, 2012; active = well fitted inhibition curve with a large enough effect in the polarisation, with a control signal flat; inconclusive = small, poorly fitted or top-dose-only effect, or effect the other way, or a change in a side signal; inactive = no such curve, though single readings can be large or run the other way; the % refers to the polarisation;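 also: polarization taken with two DNA probes labelled with fluorescein and Texas red; potency is read from the fitted curve at half-maximal effect; % of control where 0% means no effect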
#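 His-tagged ERG Ets domain (1 uM in the protein solution; 300mM KCl, 50mM Tris-HCl, 1mM EDTA, 1mM DTT, pH 7.5) received compound, then a probe mix of 5 nM fluorescein-DNA and 100nM Texas-615-DNA. Fluorescence polarization was read for both dyes.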
# GLS inh: qHTS for Inhibitors of Glutaminase (GLS); hit rate 0.21% among 410,000; AID 624170, 2012; GLS enzymatic activity, qHTS titration; Glutaminase kidney isoform, mitochondrial (Homo sapiens), O94925; Potency, µM (series often up to 45.5 µM), without a hit: at the highest dose activity change, negative = inhibition, most hits filed as inhibitors; also: potency is read from the fitted curve at half-maximal effect; % is scaled to controls: 0 for no effect and ±100 for the full control effect
#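 Enzyme dispensed in phosphate buffer (45 mM, pH 8.2, 0.02% Tween-20), compounds pinned in, then 1 mM L-glutamine solution and the glutamate oxidase–HRP–Amplex Red mix added; fluorescence read immediately and again after 30 min at room temperature.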
# BAZ2B block: qHTS Assay for Inhibitors of BAZ2B; AlphaScreen BAZ2B-H3K14Ac peptide displacement; Bromodomain adjacent to zinc finger domain protein 2B (Homo sapiens), Q9UIF8; hit rate 4.4% among 360,000; Potency, µM (series often up to 114 µM), for inactives: top-dose activity change, negative = inhibition, usual class: inhibitors; also: potency is read from the fitted curve at half-maximal effect; % is scaled to controls: 0 for no effect and ±100 for the full control effect; nearly all actives have a fitted effect of over 60% in size
#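 BAZ2B 50 nM plus b-H3(5-23)K14Ac 50 nM, PBS pH 7.4/0.01% Tween-20, 30 min RT; compound added (max 110 uM), 30 min RT; streptavidin donor/Ni-chelate acceptor beads 10 ug/mL final, 20 min dark; AlphaScreen read.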
# Pin1 inh: qHTS Assay to Find Inhibitors of Pin1; Pin1 FP peptide displacement, HiFluor488, 10 min; Potency, µM (titrated, usually from 115 µM), for inactives: at the top dose activity, negative = inhibition, hits mostly inhibitors; Peptidyl-prolyl cis-trans isomerase NIMA-interacting 1 (Homo sapiens), Q13526; AID 504891, 2011; hit rate 0.009% among 390,000; active = well fitted inhibition curve with a large enough effect in the polarisation, with a control signal flat, not every such curve was filed as active; inconclusive = small, poorly fitted or top-dose-only effect, or effect the other way, or a change in a side signal; inactive = no such curve, though single readings can be large or run the other way; the % refers to the polarisation; also: potency is read from the fitted curve at half-maximal effect; % is scaled to controls: 0 for no effect and ±100 for the full control effect
# Target sequence (Q13526 whole entry, looked up): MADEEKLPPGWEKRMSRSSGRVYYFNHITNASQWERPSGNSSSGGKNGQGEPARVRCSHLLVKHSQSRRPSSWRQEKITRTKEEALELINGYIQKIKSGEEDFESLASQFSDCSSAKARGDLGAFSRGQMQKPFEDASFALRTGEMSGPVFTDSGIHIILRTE
# JMJD2A Tudor inh: qHTS Assay for Inhibitors of JMJD2A-Tudor Domain; Lysine-specific demethylase 4A (Homo sapiens), O75164; AlphaScreen JMJD2A-Tudor / H3K4me3 peptide binding; Potency, µM (doses to about 114 µM), inactives show top-dose activity change, negative = inhibition, hits mostly inhibitors; hit rate 4.4% among 390,000; AID 504339, 2011; also: potency is read from the fitted curve at half-maximal effect; % is scaled to controls: 0 for no effect and ±100 for the full control effect; nearly all actives have a fitted effect of over 50% in size
# G9a block: qHTS Assay for Inhibitors of Histone Lysine Methyltransferase G9a; G9a H3K9 monomethylation, AlphaScreen, 2 h; hit rate 8.8% among 350,000; Histone-lysine N-methyltransferase EHMT2 (Homo sapiens), Q96KQ7; Potency, µM (doses to about 102 µM), inactives show at the top dose activity, negative = inhibition, usual class: inhibitors; also: potency is read from the fitted curve at half-maximal effect; % is scaled to controls: 0 for no effect and ±100 for the full control effect; nearly all actives have a fitted effect of over 75% in size
# Target sequence (Q96KQ7 913-1193 limits assumed): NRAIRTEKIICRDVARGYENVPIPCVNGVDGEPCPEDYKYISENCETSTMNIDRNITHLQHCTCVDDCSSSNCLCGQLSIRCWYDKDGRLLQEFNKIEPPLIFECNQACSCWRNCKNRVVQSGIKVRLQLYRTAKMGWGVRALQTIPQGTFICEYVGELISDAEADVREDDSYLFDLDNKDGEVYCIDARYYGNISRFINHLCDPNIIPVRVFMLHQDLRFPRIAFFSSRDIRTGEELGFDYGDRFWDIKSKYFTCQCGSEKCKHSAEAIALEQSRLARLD
#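 G9a (20 nM) was preincubated 15 min with compound, then reacted 2 h at room temperature with 500 nM biotin-H3K9 peptide and 20 µM SAM. Monomethyl-H3K9 detected by AlphaScreen using anti-H3K9me1 antibody.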
# * hit, by the source's call; i = inactive; ? = inconclusive; · = not tested or not shown; [ ] = dose if it differs, or a comment. Unless noted, calls follow the shape of the dose curve; as a rule, active = well fitted curve in the direction sought with a large enough effect; inconclusive = small, poorly fitted or top-dose-only effect, or another doubt; inactive = no such curve, though single readings can be large; an effect the other way counts as inactive or inconclusive.
# Fields – Tb PGK inh	HP1b binding inh	PI4K2A block	ERG Ets-DNA blk	GLS inh	BAZ2B block	Pin1 inh	JMJD2A Tudor inh	G9a block
CCC(C)NC(=O)CN(c1cc(Cl)ccc1OC)S(C)(=O)=O (stereo not drawn)
 : 9%	17%	4	14%	9%	?	0%	2%	2%[59 µM]
CC1(C(=O)O)CCC(C(N)=O)C1(C)C (stereo not drawn)
 : i	26%	6	?	-5%	-3%	-10%	-7%	-7%[12.7 µM]
NC(=S)N=Nc1c(O)n(Cc2ccc(Br)cc2)c2ccccc12
 : -7%	9%	-3	-7%	-1%	3%	-5%	-8%	2%
CCN1CCN(c2ccc(S(=O)(=O)N3CCCCC3)cc2NC(=O)/C=C/c2ccc(F)cc2)CC1
 : i	-2%	1	11%	-11%	-29%	1%	-21%	1.3µM*
COC(=O)NC1(C(=O)O)CCCC1
 : 8%	22%	-1	4%	0%	-1%	-6%	-3%	6%
CCC(Sc1nc2cc3c(cc2c(=O)n1Cc1ccco1)OCO3)C(=O)NCCOC (stereo not drawn)
 : -1%	15%	-2	3%	·	10%	6%	-5%	25%[59 µM]
CC(C)C(OC(=O)CCC(=O)Nc1nccs1)C(=O)NC1CCCCC1 (stereo not drawn)
 : 4%	25%	-3	-9%	-13%	-3%	-2%	1%	0%
CCc1ccc2oc(C(=O)NCc3ccncc3)c(C)c2c1
 : -5%	24%	3	3%	-3%	9%	-5%	-13%	-16%[59 µM]
COC(=O)[C@H](Cc1ccc(O)cc1)NC(=O)Cn1cnc2c(OCc3ccccc3)ncnc21
 : 2%	21%	-2	-3%	4%	·	1%	-15%	·
COCc1cc(=O)n2[nH]c(N)nc2n1
 : 2%	26%	-2	1%	8.9µM*	50µM*	6%	-31%	·
Cc1csc2ncc(C(=O)Nc3ccccc3Cl)c(=O)n12
 : -7%	27%	2	0%	3%	-1%	-4%	-13%	-6%
COc1ccc(CSCCNC(=S)Nc2ccccc2)cc1Cl
 : i	20%	8	14%	4%	-30%	-2%	-24%	-11%
O=C(c1ccc2c(c1)OCO2)N1CCN(c2ncccn2)CC1
 : i	43%[activator]	-1	-14%	10%	3%	0%	-13%[57.1 µM]	19%[59 µM]
CCOC(=O)c1c(NC(=O)c2ccc(S(=O)(=O)N(CC(C)C)CC(C)C)cc2)sc2c1CCN(C(=O)OCC)C2
 : 0%	35%	-4	-2%	4%	7%	6%	-12%	4%[59 µM]
CCOC(=O)c1c(NC(=O)C2C3C=CC(C3)C2C(=O)O)sc2c1CCCC2 (stereo not drawn)
 : i	35%	-7	7%	4%	-29%	-6%	-19%	-43%
O=C(Cc1n[nH]c(=O)c2ccccc12)NCc1ccccn1
 : -6%	12%	7	5%	5%	-3%	-2%	-1%	12%[59 µM]
CCn1c(SCC(=O)N/N=C/c2ccccc2OCC(=O)O)nnc1-c1ccccc1
 : -6%	15%	-3	-2%	0%	?	-3%	-14%	·
CCOC(=O)c1c(C)[nH]c(C)c1S(=O)(=O)N(C)CC(=O)Nc1cccc(F)c1
 : -8%	52%[activator]	2	4%	-1%	-23%	-13%	-4%	14%
O=[N+]([O-])c1ccccc1S(=O)(=O)NC1CCCCCCC1
 : -6%	1%	-1	-7%	10%	-11%	-7%	?	·
N#Cc1ccccc1NC(=O)COC(=O)CN1C(=O)C2CCCCC2C1=O (stereo not drawn)
 : i	30%	4	4%	-8%	·	-6%	-3%	·
COc1ccc(N2CCN(C(=O)CNS(=O)(=O)c3ccc(C)cc3)CC2)cc1
 : -4%	-8%	4	-2%	9%	?	-12%	-25%	5%[59 µM]
COCCNC(=S)N1CCN(C(=O)C(=O)Nc2ccc(C(=O)OC)cc2)CC1
 : 1%	9%	5	-4%	2%	11%	7%	-19%	5%[59 µM]
O=C1C=C(c2ccc(C(=O)O)cc2)C[C@@H](c2ccc3c(c2)OCO3)C1
 : -8%	1%	-9	-2%	0%	50µM*	?	79µM*	2%[0.501 µM]
O=c1cc(-c2ccccc2)[nH]c2cc(F)ccc12
 : -14%	24%	3	-11%	3%	5%	-7%	-17%	1%
COC(=O)c1ccc(NC(=O)CC2C(=O)N(c3cccc(OC)c3)C(=O)N2Cc2ccco2)cc1 (stereo not drawn)
 : -2%	-6%	-4	-6%	-9%	-12%	-2%	-31%	?
CCNC(=S)NNC(=O)c1ccc(=O)n(Cc2ccccc2)c1
 : -8%	19%	0	1%	?	-32%	-4%	-22%[11.4 µM]	-21%
CC(C)CN1CCC(=O)N([C@H](CN=[N+]=[N-])Cc2ccccc2)CC1
 : -4%	29%	2	7%	3%	-23%	0%	1%	24%
NC(=O)C1(N2CCCCC2)CCN(C(=O)c2cccs2)CC1
 : -5%	30%	0	-2%	-4%	4%	-3%	-7%	8%
O=C(c1ccc(S(=O)(=O)Nc2ccccc2F)cc1)N1CCN(c2ccccn2)CC1
 : -8%	47%[activator]	2	-15%	10%	·	-12%	-11%	·
Cc1ccc2c3c([nH]c2c1C)-c1nonc1CC3
 : 18%	26%	10	-2%	15%	3%	4%	-2%	8%[59 µM]
COc1ccccc1OCC(=O)Nc1c2c(nn1-c1ccccc1)CS(=O)(=O)C2
 : -2%	24%	-2	2%	-3%	-4%	-8%	-13%	·
COCCn1c(SCC(=O)Nc2ccc(N3CCOCC3)cc2)nc2ccccc21
 : 6%	-2%	0	24%	5%	?	-3%	-21%	-12%[59 µM]
O=C1N(Cc2cccnc2)C[C@@H]2C[C@@H](c3ccc4nsnc4c3)N3CCC[C@@]123
 : -6%	45%[activator]	0	1%	14%	-21%	0%	-21%	?
COc1ccc([C@H]2CC(=O)C=C(c3ccc4c(c3)sc3ccccc34)C2)cc1
 : -9%	9%	1	-1%	0%	1%	28%	-21%	4%[0.501 µM]
COc1ccc(C(=O)n2c(SC)nc3cc4c(cc32)OCCO4)cc1
 : 0%	18%	3	0%	6%	-25%	-2%	-24%	·
O=c1c2c(C(F)(F)F)cc(C(F)(F)F)nc2[nH]n1-c1ccccc1
 : i	-23%	-7	0%	0%	?	-6%	?	7.9µM*
Cc1ccc(CNc2ccc([N+](=O)[O-])cc2C(N)=O)cc1
 : -1%	38%	4	-10%	-6%	2%	2%	-10%	8%[2.33 µM]
C=CCOc1cccc(/C=N/NC(=O)C(=O)NCc2ccco2)c1
 : i	13%	0	14%	8%	4%	0%	-12%	25%
COc1cccc(Oc2cn[nH]c2-c2ccc(O)cc2O)c1
 : ·	39%	-2	·	81%[activator]	-35%	-4%	?	-1%[12.7 µM]
Cc1csc(NC(=O)CNC(=O)OCc2ccccc2)n1
 : 1%	27%	0	7%	-1%	5%	1%	-14%	0%[59 µM]
COc1ccnc(CSC(N)=Nc2ccccc2OC)c1
 : 0%	7%	-9	-7%	1%	?	3%	45µM*	8.9µM*
CCCOC(=S)Nc1ccccc1
 : i	37%	-8	4%	0%	?	-2%	4%	26%
O=C1CC[C@@H]2C[C@@]3(C[C@@H]4CCN1[C@H]24)Nc1cc([N+](=O)[O-])ccc1NC3=NCc1ccccc1
 : -2%	8%	3	0%	13%	·	29%	?	·
Cc1ccc(C(O)(CNCc2ccccc2)c2ccccc2)cc1 (stereo not drawn)
 : -1%	50%[activator]	2	-1%	-7%	0%	-3%	7%	8%
Cc1ccc(S(=O)(=O)NC(C)(C)CN2CCc3ccccc3C2)cc1
 : -3%	44%[activator]	-1	6%	5%	2%	-1%	3%	23%[12.7 µM]
Cc1ccc(CNS(=O)(=O)c2cc(F)ccc2CN2C(=O)c3cccnc3C2=O)o1
 : i	50%[activator]	-3	8%	0%	50µM*	-11%	-19%	?
CCOC(=O)c1cc(-c2ccc(N3CCOCC3)cc2)nn1-c1ccc(F)cc1F
 : -1%	0%	-4	8%	-5%	-36%	26%	-36%	-17%
CCOC(=O)c1cc[nH]c1CC(=O)NC
 : -8%	30%	3	-5%	-4%	-16%	-14%	-9%	23%
CC(=O)c1ccc(NC(=O)CCc2c(C)nn(-c3ccc(N4CCCCC4)nn3)c2C)cc1
 : -2%	34%	-1	-1%	-2%	?	0%	?	-2%[59 µM]
O=C(NCc1ccco1)c1cnccn1
 : -8%	24%	-6	3%	-23%	-16%	?	-21%	31%[59 µM]
COc1ccc(NC(=O)Cn2c3ccccc3c3nc4n(c(=O)c32)CCS4)cc1OC
 : -8%	24%	1	7%	-3%	-13%	-6%	-6%	7%
CCn1c(Cc2ccccc2)nnc1SCC(=O)Nc1nc2ccccc2s1
 : 5%	31%	0	4%	-11%	2%	3%	-11%	-4%[59 µM]
